Compound activity deposited in PubChem BioAssay by several laboratories.
PMI act = activators of human PMI, primary screen, biochemical, fluorescence intensity, near-Km mannose 6-phosphate; hit rate 0.005% among 190,000; purified human PMI, coupled resazurin fluorescence, 20 min; stronger effect = higher value; 1 = vehicle control, 0 substrate-free wells; activation factor at 20 µM;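 active = activation factor of 2 or more at 20 µM, relative to plate controls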
Target sequence (P34949 whole entry, looked up): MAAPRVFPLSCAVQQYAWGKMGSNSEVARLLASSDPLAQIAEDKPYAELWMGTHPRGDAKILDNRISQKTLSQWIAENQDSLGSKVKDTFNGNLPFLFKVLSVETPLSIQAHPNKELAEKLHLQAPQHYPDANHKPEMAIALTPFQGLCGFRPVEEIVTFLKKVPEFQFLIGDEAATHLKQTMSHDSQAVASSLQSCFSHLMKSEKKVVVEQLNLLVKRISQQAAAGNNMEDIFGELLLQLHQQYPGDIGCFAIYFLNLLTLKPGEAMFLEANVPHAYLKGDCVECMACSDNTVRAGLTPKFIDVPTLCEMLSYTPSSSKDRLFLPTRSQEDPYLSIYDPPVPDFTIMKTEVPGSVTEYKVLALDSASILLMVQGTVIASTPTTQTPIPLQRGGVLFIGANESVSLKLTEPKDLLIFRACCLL
Lmaj promast = Leishmania major promastigote growth inhibition, primary screen; Leishmania major promastigotes, resazurin fluorescence viability; hit rate 9% among 200,000; AID 1063, 2008; inhibition, % at 10 µM;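 also: promastigotes grown with compound for 44 hours at 28 °C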
Diaphorase act = compounds boosting diaphorase resazurin reduction – biochemical, uHTS, resorufin fluorescence, counter-screen for diaphorase-coupled primary assays, primary screen | Diaphorase/resazurin coupled assay, 16 min; stronger effect = higher value; 1 = vehicle wells, 0 = NADH-free wells | activation factor at 20 µM | hit rate 0.005% among 190,000 | AID 1229, 2008;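 active = diaphorase activity raised at least twofold by the compound at 20 µM; inactive = activation factor below 2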
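Material: purified diaphorase enzyme from Clostridium kluyveri; Also added: 0.114 mM NADH and 0.1 mM resazurin, final amounts; Doses: single compound dose of 20 µM, 1% DMSO final; Times: 16 min enzyme reaction, ambient temperature; Detection: resorufin fluorescence, excitation 544 nm, emission 590 nm; Measure: increased resorufin signal from activators or reducing compounds.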
RAM network inh = inhibitors of the yeast RAM network, primary screen, dse1pr::URA3 reporter, 5-FOA selection; S. cerevisiae dse1pr::URA3 reporter, 5-FOA growth OD615, 2 d; analog-sensitive cbk1-as2 kinase mutant strain; inhibition, % at 50 µM; hit rate 1.8% among 190,000;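 active = inhibition above a set limit, 3 SD over mean compound inhibition, cut at about 8.4% in these data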;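 also: 0% = DMSO-only wells with no growth and 100% = 10 µM 1-NA-PP1 full growth; inhibition rescues growth on 5-FOA so higher OD means more RAM inhibition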
Hsp70 activator = Hsp70 transcriptional activators, primary screen, cell-based, HeLa, Hsp70 promoter luciferase, luminescence, 10 µM. HeLa Hsp70 promoter luciferase reporter; scaled: vehicle 0, proteasome-inhibitor control 100%. activation, % at 10 µM. hit rate 0.04% among 200,000;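 active = activation above the mean across all tested compounds plus 3 SD, cutoff set per campaign, cut at about 5.5% in these data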;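 also: 100% = MG132 at 30 µM as the positive control and 0% = DMSO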
DTT redox prof = compounds producing H2O2 with reducing agent – biochemical, NIH compound library profiling, artefact control for MLSCN library redox annotation, primary screen | AID 878, 2007 | DTT-dependent redox cycling H2O2, phenol red/HRP absorbance; 100% = 100 µM peroxide control, 0% = buffer | activation, % at 10 µM | hit rate 0.03% among 200,000;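 active = activation of at least 50% relative to the plate's high and low controls in the primary single-dose screen; inactive = activation below 50%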;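 also: compound incubated with DTT at 0.8 mM final as the reducing agent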
G6PDH counter = L. mesenteroides G6PDH inhibitors, counter-screen for G6PDH-coupled screening assays, biochemical, Leuconostoc mesenteroides enzyme; glucose-6-phosphate dehydrogenase [Leuconostoc mesenteroides]; Purified L. mesenteroides G6PDH, diaphorase/resazurin coupled fluorescence, 45 min; inhibition, % at 5 µM; hit rate 0.12% among 200,000; AID 1020, 2008
Diaph inh CS = diaphorase inhibitors and chemical oxidizers, primary screen, counter-screen for diaphorase-coupled primary assays, biochemical, uHTS, resorufin fluorescence. inhibition, % at 20 µM. diaphorase resazurin-to-resorufin fluorescence, NADH, 16 min; bacterial (C. kluyveri) enzyme, not human. hit rate 0.69% among 190,000;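 active = primary screen inhibition at 20 µM above a set limit, cut at about 50% in these data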;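 also: plate controls were DMSO with full reaction for no effect and wells lacking NADH for full effect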
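Test system: Clostridium kluyveri diaphorase enzyme / Quantity: diaphorase at 0.14 U/mL in enzyme working solution / Incubation: 16-min room-temperature incubation before reading / Benchmarks: NADH-free wells as positive control, DMSO-only neutral wells / Signal: resorufin fluorescence 544/590 nm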
PMI act hi M6P = human PMI activators, high substrate, primary screen, biochemical, fluorescence intensity, near-saturating mannose 6-phosphate. hit rate 0.34% among 190,000. Mannose-6-phosphate isomerase (Homo sapiens), P34949. AID 1216, 2008. coupled PMI enzyme assay, resazurin fluorescence, 20 min; stronger effect = higher value; 1 = untreated enzyme, 0 = substrate-free blank. activation factor at 20 µM;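 active = activation factor of 2 or more at 20 µM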
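Technique: Diaphorase-driven resazurin-to-resorufin fluorescence, excitation 544, emission 590 nm | Assay system: Human PMI in coupled enzyme assay | Times: Enzyme reaction with compound 20 min at room temperature | Medium: HEPES-buffered pH 7.4 with magnesium and detergent | Reagent: Mannose-6-phosphate 1.0 mM (near-saturating) plus 0.22 mM NADP+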
S1P3 antag = S1P3 receptor antagonists, primary screen, cell-based; Sphingosine 1-phosphate receptor 3 (Homo sapiens), Q99500; inhibition, % at 4.98 µM; CHO S1P3 NFAT-BLA reporter, FRET fluorescence, antagonist mode; hit rate 0.27% among 170,000; AID 485, 2006;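 active = inhibition above the plate cutoff, the mean inhibition of test wells on that plate plus 3 SD, cut at about 28% in these data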;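 also: cells challenged with S1P at its EC80 of 0.8 µM; blue over green emission ratio from cleaved BLA substrate after 4 h stimulation; 0% = S1P-stimulated wells and 100% = unstimulated DMSO-only wells; some compounds past the cut are filed as inactive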
Target sequence (Q99500 whole entry, looked up): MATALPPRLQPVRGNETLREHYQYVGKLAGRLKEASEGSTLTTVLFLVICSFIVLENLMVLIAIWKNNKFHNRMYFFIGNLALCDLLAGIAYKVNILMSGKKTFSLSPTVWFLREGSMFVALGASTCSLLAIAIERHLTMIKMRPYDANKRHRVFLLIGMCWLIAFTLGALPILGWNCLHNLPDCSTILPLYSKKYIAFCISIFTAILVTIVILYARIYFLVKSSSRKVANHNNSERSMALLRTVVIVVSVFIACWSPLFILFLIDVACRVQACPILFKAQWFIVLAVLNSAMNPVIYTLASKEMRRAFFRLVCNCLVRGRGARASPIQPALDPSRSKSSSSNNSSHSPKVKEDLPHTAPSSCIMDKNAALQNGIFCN
TLR4 MyD88 comp = inhibitors of TLR4-MyD88 association in cells, primary screen, cell-based, HeLa CL3-4, BLA complementation, FRET ratio | Toll-like receptor 4 (Homo sapiens) + Myeloid differentiation primary response protein … | HeLa CL3-4 TLR4/MyD88 BLA complementation | inhibition, % at 8.4 µM | hit rate 0.18% among 200,000; in the data active = inhibition above about 25%;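 also: 0% = vehicle and 100% = reference inhibitor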
Numbers without * were called inactive; / = no result given. Rule as the data show it, unless noted: active = inhibition above about 50%; inactive = the rest.

SMILES	PMI act	Lmaj promast	Diaphorase act	RAM network inh	Hsp70 activator	DTT redox prof	G6PDH counter	Diaph inh CS	PMI act hi M6P	S1P3 antag	TLR4 MyD88 comp
CCOc1ccc(C2C(C#N)=C(N)SC(N)=C2C#N)c(OCC)c1	0.6	-5.3	0.5	0.9	0.5	0.7	-27.6	49.0	0.8	2.7	6.4
C=CCN1CCN(Cc2cnc(Cl)s2)CC1	0.9	15.3	0.8	0.4	-0.2	1.4	-10.3	16.6	0.8	/	-5.1
CNC(=S)Nc1cc(OC)c(NC(=O)c2ccco2)cc1OC	0.8	6.9	0.8	0.2	-0.3	0.1	10.0	21.8	0.6	-3.4	-1.9
COc1ccc(C)cc1NC(=O)C(Sc1nnnn1C)c1ccccc1 (stereo unspecified)	0.9	0.5	0.8	0.1	-0.3	0.2	0.4	18.7	0.9	-0.7	-18.0
O=S(=O)(Nc1ccccc1N1CCCCC1)c1ccc(F)cc1F	1.2	16.7	0.9	1.7	-0.1	-0.7	-3.4	8.2	1.1	1.8	8.6
COc1cccc(CNC(=O)CCNS(=O)(=O)c2cccc3nsnc23)c1	1	3.7	1	-1.1	-0.4	-0.6	-1.4	4.3	1	-20.1	-1.8
CCOC(=O)C1(CCc2ccccc2)CCN(C(=O)C(C)n2cncn2)CC1 (stereo unspecified)	1	-8.7	0.8	4.1	0.0	0.7	7.1	17.2	1.1	-10.6	-5.4
CS(=O)(=O)NN1C(=O)c2ccccc2NC1c1cccc2cccnc12 (stereo unspecified)	0.8	9.1	0.9	1.9	-0.1	-0.7	6.4	6.9	1	-5.6	-0.9
O=C(C=C1SCCS1)/C=C/c1ccco1	1	-4.6	0.9	0.1	0.1	-6.6	3.6	5.2	0.8	/	13.8
Cn1c(CS(=O)Cc2c(Cl)cccc2Cl)nnc1SCc1c(Cl)cccc1Cl (stereo unspecified)	0.8	-5.4	0.8	2.9	-0.4	1.8	2.7	22.9	0.8	/	-5.4
C/C=C/c1ccc(OCCCn2cncn2)c(OC)c1	0.9	-2.8	0.8	1.5	-0.1	-5.8	0.4	15.3	0.9	-3.3	-0.7
Cn1c(=NC(=O)COc2ccccc2)sc2ccccc21	1	-3.2	1	2.9	0.7	-0.6	6.6	0.2	1	-1.1	-3.7
CC(C)Cn1c(-c2ccco2)nc2c(c(=O)c3ccccc3n2C)c1=O	1	31.8	0.9	2.0	-0.3	-0.6	4.1	14.5	1	19.6	-0.6
COC(=O)C1=C(C)NC(C)=C(C(=O)OC)C1C(=O)OCCN1C(=O)c2ccccc2C1=O	0.9	-6.8	0.8	0.9	-0.2	0.5	6.5	22.0	0.8	0.6	4.4
CC1=C(C(=O)OC2CCCC2)C(c2ccc(C)o2)C2=C(CC(c3cccs3)CC2=O)N1 (stereo unspecified)	0.8	83.4*	0.8	5.6	-0.2	0.1	11.4	19.0	1	-15.1	10.2
O=c1[nH]c(CO)nc2c1oc1ccccc12	1.1	-6.5	0.9	1.7	-0.1	-1.4	7.6	11.3	1	/	11.1
Cc1cc(NC(=O)Nc2cccc(C(F)(F)F)c2)no1	0.9	8.4	0.9	1.8	0.0	-0.8	7.0	8.8	1	6.6	-8.1
O=C(Nc1cccc(C(F)(F)F)c1)C1CCCCC1	0.9	9.9	0.9	21.8*	-0.3	1.0	-1.3	13.3	1	/	8.8
CCNC(=O)NC(=O)C(C)Oc1ccc(C(=O)OC)cc1 (stereo unspecified)	1	-4.6	0.9	-0.8	-0.3	0.2	-4.0	6.0	1	-21.3	-6.7
CC1CC(C)CN(C(=O)/C(=C\c2ccccc2)c2ccccc2)C1 (stereo unspecified)	0.9	95.9*	0.9	3.9	-0.2	0.4	12.5	6.6	1	-3.6	-7.4
C=CCNC(=O)C1CCN(C(=O)c2ccc(-c3ccccc3)cc2)CC1	1.1	8.8	1	1.0	-0.4	-0.3	19.6	-3.7	1.1	-9.8	-7.5
O=[N+]([O-])c1ccc(/C=C/c2nc3ccc([N+](=O)[O-])cc3[nH]2)cc1	0.9	28.8	1	0.8	-0.2	0.4	6.3	4.2	0.9	-3.2	-5.5
COc1cc(/C=C/C(=O)Nc2ccccc2C(F)(F)F)cc(OC)c1OC	0.9	6.6	0.9	2.7	-0.2	-4.4	7.7	11.1	0.8	/	-13.5
CCOC(=O)/C(=C\C=C1/Sc2ccccc2N1CC)C(C)=O	0.9	49.4	0.9	-1.6	-0.1	-0.2	-17.0	9.7	1	9.1	-3.8
COc1cccc(O[C@@H]2O[C@@H]3COC(C)(C)O[C@H]3[C@H](O)[C@H]2NC(C)=O)c1	1	-5.2	0.9	4.6	0.1	1.5	3.7	7.4	1	/	-18.4
COc1ccc(CN=C2NC(=O)CC(C(=O)Nc3ccccc3C)S2)cc1 (stereo unspecified)	0.9	-3.3	0.9	6.8	0.4	0.8	-1.5	10.6	1	-7.1	-6.4
CC(C)(C)OC(=O)N1CCC[C@H]1C(=O)NCc1ccc(Cl)cc1Cl	1	3.6	1	-0.1	0.9	-1.5	5.5	1.4	1	11.2	8.9
COc1ccc(N2CC(C(=O)OCC(=O)c3ccc(C)cc3)CC2=O)cc1 (stereo unspecified)	1	7.0	0.9	-0.3	-0.1	-0.2	13.4	10.0	0.9	-10.0	3.0
Cc1ccc(Nc2nnc(SCC(=O)NC(Cc3c[nH]c4ccccc34)C(=O)O)s2)cc1 (stereo unspecified)	1.5	0.3	0.7	0.3	-0.3	0.0	4.5	28.8	1.4	-0.7	-4.1
Cc1ccccc1NC(=O)CSc1nnnn1C	1	-3.4	0.8	0.8	-0.1	0.6	7.2	17.9	0.9	-27.4	-1.4
COc1cccc(OCc2nnc(SCC(=O)OC3CCCCC3)n2C)c1	0.9	-6.5	0.8	0.7	0.5	-0.8	13.9	15.4	0.9	-16.1	16.7
COc1ccc(/C=N/N2C(=O)c3ccccc3C2=O)cc1	1	-4.0	0.9	1.2	-0.4	-0.1	11.9	8.7	0.9	-1.0	-14.9
c1ccc(C(Cc2nc(-c3ccccn3)no2)c2ccccc2)cc1	1	36.8	1	1.3	0.3	0.2	10.0	-4.1	1.1	7.3	11.9
COC(=O)c1ccc(S(=O)(=O)NCCSc2nnc3c4ccccc4n(C)c3n2)cc1	1	-2.2	0.6	4.7	-0.3	-0.5	2.7	36.6	1.1	-32.7	-0.2
Cc1cc(OC(=O)c2ccc(S(=O)(=O)N(C)C)cc2)c([N+](=O)[O-])c(=O)[nH]1	1.1	-5.7	1	0.8	-0.3	-8.8	2.5	2.1	1.1	-4.4	-11.7
S=C(Nc1ccc(Cl)c(Cl)c1)N1CCOCC1	0.8	21.7	0.9	0.9	0.0	-0.1	-4.4	10.6	0.9	4.4	-2.0
Cc1nc(Sc2nnnn2-c2ccccc2)c(C#N)c(C)c1C	1.1	0.0	0.8	2.0	-0.3	-1.4	-2.7	20.0	1.1	-1.3	-2.7
O=C(CCN1C(=O)C2CC=C(Cl)CC2C1=O)NCc1ccco1 (stereo unspecified)	1	-4.7	0.8	1.8	-0.1	0.6	5.4	16.1	1	1.1	-4.1
Clc1ccc(CSc2ncccn2)cc1	1	-6.3	1	-0.9	-0.2	3.0	1.0	0.4	1	-17.3	8.4
C=C(C)c1cccc(C(C)(C)NC(=O)NCCCN2CCCC2=O)c1	1.1	-1.4	0.9	1.0	-0.2	-0.1	12.4	7.9	1.1	-30.2	6.9
CN(NC(=O)c1cccc(Cl)c1)c1nc(-c2ccccc2)nnc1C(F)(F)F	1	-2.8	0.8	4.4	-0.3	2.8	3.6	15.3	1.1	/	-7.8
COc1ccccc1-c1noc(-c2ccccc2C(=O)Nc2ccccc2)n1	1	-0.2	0.8	4.2	-0.4	-0.5	5.5	19.5	1	-12.7	13.2
COc1ccccc1NC(=O)CS(=O)(=O)c1cn(CC(=O)N2CCOCC2)c2ccccc12	1	0.3	0.8	0.9	0.0	-1.6	2.6	17.0	0.9	-0.2	3.1
CCCC(c1nnnn1Cc1ccco1)N1CCN(C(=O)c2ccco2)CC1 (stereo unspecified)	1.1	2.9	1.1	0.4	-0.1	0.0	4.8	-7.9	1.1	-26.5	-4.8
Cc1cc2cc(CN(Cc3cccs3)S(=O)(=O)c3ccc4c(c3)OCCO4)c(=O)[nH]c2cc1C	0.9	-2.1	0.9	2.9	-0.2	1.4	-16.3	6.4	1	1.3	-6.9
CC1CCCC(NC(=O)COC(=O)c2cc(S(=O)(=O)N3CCCCC3)ccc2N2CCOCC2)C1C (stereo unspecified)	1	39.2	1.1	2.3	0.2	-1.4	-1.1	-7.2	1	/	8.6
C=CCCCCCCCCC(=O)NNC1=CC(=O)CC(C)(C)C1	1.1	-4.1	1	1.0	-0.3	2.4	3.3	0.6	1	/	-9.3
Cn1nnc(NC(=S)NC(=O)Cc2ccccc2)n1	0.9	-7.6	0.7	2.1	-0.1	0.0	8.5	31.1	1	-13.3	10.0
CN(Cc1ccccc1)C(=O)c1ccc2c(c1)OCCO2	1.1	-11.1	1.1	-0.7	-0.1	-2.3	7.3	-9.4	1.1	10.5	4.2

Pulled by compound from above, two records:
SMILES	PMI act	Lmaj promast	Diaphorase act	RAM network inh	Hsp70 activator	DTT redox prof	G6PDH counter	Diaph inh CS	PMI act hi M6P	S1P3 antag	TLR4 MyD88 comp
O=C(CCN1C(=O)C2CC=C(Cl)CC2C1=O)NCc1ccco1 (stereo unspecified)	1	-4.7	0.8	1.8	-0.1	0.6	5.4	16.1	1	1.1	-4.1
COc1cccc(OCc2nnc(SCC(=O)OC3CCCCC3)n2C)c1	0.9	-6.5	0.8	0.7	0.5	-0.8	13.9	15.4	0.9	-16.1	16.7
